Kir21 inh – Kir2.1 (mouse) channel inhibition | P35561 | HEK293-Kir2.1, FluxOR thallium flux fluorescence; active compounds read low | B-score at 10 µM | 310,000 tested, 0.85% active | AID 1672;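 active = fluorescence ratio B-score at or below minus 3 SD of library scores, with starting-brightness B-score within 2 SD, cut at about -4.2 in these data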;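 also: channel flux triggered by added potassium and thallium sulfate stimulus; B-score of peak minus minimum fluorescence over baseline after thallium stimulus; more negative B-score means stronger Kir2.1 block with less thallium influx; some compounds called inactive have numbers as strong as hits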
KCNQ2 inh – KCNQ2 potassium channel inhibitors, primary screen, cell-based, CHO-K1, FluxOR thallium flux, B-score (AID 2156); O88943; 20 min; active compounds read low; B-score at 10 µM; 310,000 tested, 1.1% active;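 active = fluorescence ratio B-score at most minus 3 library SDs, with starting brightness B-score within 2 library SDs, cut at about -5.5 in these data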
Target sequence (O88943 whole entry, looked up): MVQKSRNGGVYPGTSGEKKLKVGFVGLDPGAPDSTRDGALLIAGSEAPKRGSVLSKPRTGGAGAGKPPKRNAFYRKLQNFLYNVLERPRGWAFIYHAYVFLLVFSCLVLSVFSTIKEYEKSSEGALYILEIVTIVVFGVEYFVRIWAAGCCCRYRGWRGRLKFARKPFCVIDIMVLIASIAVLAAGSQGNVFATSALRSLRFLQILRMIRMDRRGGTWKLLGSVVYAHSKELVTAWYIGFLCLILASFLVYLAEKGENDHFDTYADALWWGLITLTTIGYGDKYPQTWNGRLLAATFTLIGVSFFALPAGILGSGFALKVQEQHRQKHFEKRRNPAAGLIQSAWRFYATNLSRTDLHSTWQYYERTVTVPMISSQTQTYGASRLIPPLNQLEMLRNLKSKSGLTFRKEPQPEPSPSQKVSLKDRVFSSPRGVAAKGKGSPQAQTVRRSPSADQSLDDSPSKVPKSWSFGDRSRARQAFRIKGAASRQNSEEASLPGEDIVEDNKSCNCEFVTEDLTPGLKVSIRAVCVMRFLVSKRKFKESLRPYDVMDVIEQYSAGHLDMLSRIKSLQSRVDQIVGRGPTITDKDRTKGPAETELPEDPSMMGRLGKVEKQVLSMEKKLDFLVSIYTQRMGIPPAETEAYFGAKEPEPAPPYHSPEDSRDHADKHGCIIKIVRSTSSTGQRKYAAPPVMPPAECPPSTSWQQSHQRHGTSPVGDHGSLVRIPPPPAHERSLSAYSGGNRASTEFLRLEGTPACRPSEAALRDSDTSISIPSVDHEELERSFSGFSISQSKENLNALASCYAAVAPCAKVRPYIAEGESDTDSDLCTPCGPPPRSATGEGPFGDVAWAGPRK
Numbers without * were called inactive; i = inactive. Rows are unselected; 1.9% or so of the library scored in one or more.

SMILES	Kir21 inh	KCNQ2 inh
Cc1cccc(-n2c(=O)c(C#N)cc3c(=O)n4ccccc4nc32)c1	-0.07	i
CCOC(=O)NC(=O)c1cn(Nc2ncc(Cl)cc2C(F)(F)F)c(=O)[nH]c1=O	0.26	i
CC1CCCCN1C(=O)c1cc2nc(-c3ccccc3)cc(-c3ccccc3)n2n1 (stereo not drawn)	0.12	-5.7*
C=CCNC(=O)CC(=O)N/N=C/c1cccc(Br)c1	-1.2	i
CS(=O)(=O)N(CCC#N)Cc1ccco1	-0.02	i
C/C=C(\C)C(=O)NCCN1C2=NC[C@H](C(C)C)N2C[C@@H]1Cc1ccc(OC)cc1	0.1	i
O=C(Nc1ccc(Cl)c(Cl)c1)Nc1cc(C(=O)NC2CC2)ccc1Cl	-0.6	i
O=C(C1CC(=O)N(c2ccc3c(c2)OCCO3)C1)N1CCN(c2ccccc2O)CC1 (stereo not drawn)	0.76	i
COc1ccc(NC(=O)/C(N=Nc2cc(S(=O)(=O)Nc3ccc(OC)cc3)ccc2OC)=C(\C)O)cc1	-0.03	i
O=C(NC1CCN(S(=O)(=O)c2cccc(Cl)c2)CC1)C1CCCCC1	-1.1	i
CCOC(=O)c1sc2ncnc(N3CCN(C)CC3)c2c1C	-0.88	i
O=C(NCc1ccccc1)C1(C(F)(F)F)CC(CCCO)CCCO1 (stereo not drawn)	-2.4	i
COc1ccccc1C(=O)NCc1ccccn1	-2.1	i
Cc1ccc(S(=O)(=O)N(C)C)cc1NC(=O)CN1C(=O)NC(Cc2ccccc2)C1=O (stereo not drawn)	-0.15	i
Cc1ccc(-c2nc3ncccn3c2NC(=O)C2CC2)cc1	0.4	i
Cc1ccccc1N=C(NO)c1nonc1N	1.9	i
CC(=O)Nc1ccc(NC(=O)Cc2ccc(-c3ccccc3)cc2)cc1	1	i
COc1ccc(CCNCC(=O)Nc2ccccc2C(F)(F)F)cc1	-1.6	i
O=C(CSc1ccc2nnc(-c3cccnc3)n2n1)NCc1ccc2c(c1)OCO2	0.06	i
Cc1ccc(S(=O)(=O)NNC(=O)Nc2ccc([N+](=O)[O-])cc2)c(C)c1	-1.3	i
COC(=O)/C(=C1\Oc2ccc(C(C)(C)C)cc2S1)C(F)(F)F	0.54	i
O=C(NC1CC1)c1nc(Cn2ccc([N+](=O)[O-])n2)no1	1.1	i
O=C(O)CNC(=O)/C(=C\c1cccc([N+](=O)[O-])c1)NC(=O)c1ccco1	-0.64	i
Cc1cccc(COc2ccccc2C(=O)OCC(=O)N(C)c2c(N)n(Cc3ccccc3)c(=O)[nH]c2=O)c1	-3	i
O=C(Nc1ccc(O)c2c(=O)cc(-c3ccccc3Cl)oc12)c1ccc(Cl)c(Cl)c1	-0.4	i
C/C(=N\NC(=O)c1ccco1)c1ccc(NC(=O)c2ccccc2)cc1	0	i
Cc1cccc(N(C)C(=O)c2coc(=O)c3ccccc23)c1	-1.1	i
COc1ccc(/C=N/NC(=O)c2cccc(COCC(F)(F)C(F)F)c2)cc1	1.6	i
Cc1cc(S(=O)(=O)NC2CCCCC2)c(C)s1	-0.13	i
Cc1nnc(SCc2cccc3ccccc23)s1	0.71	i

Some of the entries above, set out differently.
> COc1ccc(CCNCC(=O)Nc2ccccc2C(F)(F)F)cc1
  Kir21 inh: -1.6; KCNQ2 inh: i

> Cc1ccccc1N=C(NO)c1nonc1N
  Kir21 inh: 1.9; KCNQ2 inh: i

Structures listed above marked active in KCNQ2 inh:
SMILES	Kir21 inh	KCNQ2 inh
CC1CCCCN1C(=O)c1cc2nc(-c3ccccc3)cc(-c3ccccc3)n2n1 (stereo not drawn)	0.12	-5.7*

Other records:
SMILES	Kir21 inh	KCNQ2 inh
CCc1ccccc1Nc1nc2ccccc2[nH]1	0.05	i
COC(=O)[C@H](Cc1ccccc1)NC(=O)NCCc1ccc(S(N)(=O)=O)cc1	0.17	i
COc1ccccc1CNCc1cc(OC)c(OC)c(OC)c1	-0.17	i
O=C(Nc1nnc(SCC(=O)N2CCCCC2)s1)c1cccs1	-0.78	i
CCOc1ccc(CCNS(=O)(=O)c2c(C)nc3scc(C)n3c2=O)cc1OCC	-0.13	i
Cc1ccccc1C(=O)NNC(=O)CCCCC(=O)NNC(=O)c1ccccc1C	0.11	i
O=C(NCCCN1CCCC1)c1ccc2c(c1)N(Cc1ccccc1F)C(=O)c1ccccc1S2=O (stereo not drawn)	-0.7	i
O=C(CCS(=O)(=O)Cc1ccccc1)NCCc1ccccc1	0.69	i
O=C(CSc1nc2c(cnn2-c2ccc(F)cc2)c(=O)[nH]1)N1CCCCC1	0.94	i
CCOC(=O)c1c(NC(=O)Cc2cccs2)sc(C(=O)NC2CCCCC2)c1C	0.32	i
CCOC(=O)N1CCC(Nc2c(NCCCN(CC)c3cccc(C)c3)c(=O)c2=O)CC1	-1.4	i
O=C(NCc1ccc(F)cc1)C1CCCN(C(=O)Nc2ccc(F)cc2)C1 (stereo not drawn)	1.5	i
CCC(CC)c1nnc(NC(=O)CCNC(=O)c2ccccc2Cl)s1	0.04	i
CCOc1ccc(NC(=O)C2CCCN2C(=O)Oc2ccccc2)cc1 (stereo not drawn)	0.03	i
COc1ccc(CC(=O)Nc2c(C(=O)N3CCN(c4ncccn4)CC3)oc3ccccc23)cc1OC	1.7	i
Cc1ccc(S(=O)(=O)N(C)C)cc1NC(=S)N(C)C1CCN(C)CC1	1.3	i
O=C(NCc1n[nH]c(=S)n1-c1cccc(Cl)c1)c1ccc(S(=O)(=O)N2CCCCC2)cc1	-1.5	i
Cc1cc(C(F)(F)F)n(-c2ccc(N)cc2)n1	-0.61	i
NC(=O)c1ccccc1NC(=O)CCCN1C(=O)CCC1=O	0.57	i
COc1ccc(CN(Cc2cccn2C)S(=O)(=O)c2ccc(F)cc2)cc1	1.4	i
O=C(Nn1cnnc1)C1CCCN1S(=O)(=O)c1ccc(F)cc1 (stereo not drawn)	-0.22	i
CCOc1ccccc1/C=C(/NC(=O)c1ccccc1)C(=O)N(CC)CC	1.7	i
CCC(Oc1ccc(C)c(C)c1)C(=O)N1CCCN(C)CC1 (stereo not drawn)	-0.63	i
CCN(CC)S(=O)(=O)c1cccc(NC(=O)COC(=O)CCc2nc3ccccc3s2)c1	2	i
CNC(=O)N/N=C(\N)c1ccccn1	-0.13	i
CC(=O)Nc1cccc(NC(=O)CSc2nc(=O)n(CCN3CCOCC3)c3c2CCC3)c1	0.69	i
O=C(CCC(=O)N1CCN(S(=O)(=O)c2ccc(Cl)cc2)CC1)Nc1ccc2ccccc2c1	1.9	i
COc1ccc(NC(=O)Nc2ccon2)c(OC)c1	1	i
Cc1ccc(NC(=O)c2ccc(Cl)c(S(=O)(=O)N3CCCCCC3)c2)nc1	-0.55	i
CC1=NN(C(=O)c2ccccc2Br)C(O)(c2cccnc2)C1 (stereo not drawn)	0.12	i

Single entries from the results shown:
Entry of `O=C(NCc1n[nH]c(=S)n1-c1cccc(Cl)c1)c1ccc(S(=O)(=O)N2CCCCC2)cc1` in Kir21 inh: -1.5
Entry of `CCN(CC)S(=O)(=O)c1cccc(NC(=O)COC(=O)CCc2nc3ccccc3s2)c1` in Kir21 inh: 2
Entry of `CCC(Oc1ccc(C)c(C)c1)C(=O)N1CCCN(C)CC1` (stereo not drawn) in Kir21 inh: -0.63
Entry of `Cc1cc(C(F)(F)F)n(-c2ccc(N)cc2)n1` in Kir21 inh: -0.61
Entry of `CCOc1ccccc1/C=C(/NC(=O)c1ccccc1)C(=O)N(CC)CC` in Kir21 inh: 1.7
Entry of `CC1=NN(C(=O)c2ccccc2Br)C(O)(c2cccnc2)C1` (stereo not drawn) in Kir21 inh: 0.12

More records follow:
SMILES	Kir21 inh	KCNQ2 inh
Cc1c(C)n(C)c2ccc(C(=O)NCc3cccs3)cc12	-1	i
CC(=O)c1cccc(NC(=O)CSc2nnnn2C2CCCC2)c1	0.06	i
COC(=O)c1cc2c(cc1Cl)N1CCCCCC1=NS2(=O)=O	-0.57	i
Cn1c(=O)n(CC(N)=O)c2ccccc21	-2.8	i
COc1ccccc1N1CCN(c2nccc(C)n2)CC1	-2.2	i
CC(=O)c1sc(NC(=O)c2cccc(C)c2)nc1C	0.27	i
Cc1cc(NC(=O)CSCC(=O)Nc2nc3c(C)cccc3s2)no1	-0.48	i
COC(=O)CNC(=O)C1CCCN1C(=O)CNC(=O)OCc1ccccc1 (stereo not drawn)	-0.13	i
CC(C)C(CO)NC(=O)CC(=O)NC(CO)C(C)C (stereo not drawn)	-0.91	i
Cc1cc2nc(CO)[nH]c2cc1C	0.56	i
Nc1ccccc1-c1nnc(-c2ccccc2N)n1N	0.21	i
CCCSC1=N/C(=C\c2ccc3c(c2)OCO3)C(=O)S1	0.24	i
CN(CC(=O)Nc1ccc(C#N)cc1)Cc1ccc(Cl)cc1Cl	-0.38	i
Cc1cccc(-n2nc3c(c2NC(=O)C2CC2)CS(=O)(=O)C3)c1C	-0.21	i
CC(C)n1c(=S)[nH]c2ccccc2c1=O	-0.6	i
COc1ccc(CC(NC(C)=O)C(=O)NC2CCN(c3nc(C)cc(C)c3C#N)CC2)c(OC)c1 (stereo not drawn)	0.02	i
Cc1ccc(S(=O)(=O)Nc2cccc(-c3ccc4nnc(C)n4n3)c2)s1	0.01	i
Cc1cccc(NC(=O)c2cccc(OC(=S)N3CCOCC3)c2)c1C	1.1	i
O=C(NCC(c1cccnc1)N1CCN(c2ccccc2F)CC1)c1ccccc1 (stereo not drawn)	0.64	i
CCn1c(SCC(=O)NNC(=O)c2ccc(OC)cc2)nnc1C1CC1	-0.72	i
CCCNS(=O)(=O)c1ccc(OCC(=O)OC)cc1	0.2	i
Cc1ccc(C(=O)COC(=O)CSc2cccc3cccnc23)c(C)c1	0.55	i
COCCNC(=O)c1ccc(S(=O)(=O)c2ccc(Cl)cc2)c(NC(C)=O)c1	-0.24	i
COC(=O)c1cc(C(=O)N2CCN(c3ccccc3OC)CC2)cc([N+](=O)[O-])c1	0.89	i
COc1cc(CNC2CCCCCC2)cc(OC)c1	-0.18	i
COC(=O)C1=C(CSc2nncn2C)NC(=O)NC1c1ccc(F)cc1 (stereo not drawn)	0.11	i
C=Cc1cccc(NC(=O)c2ccc(NC(=O)c3ccco3)cc2)c1	-0.76	i
O=C(NCCC1CCCCN1S(=O)(=O)c1ccccc1)C(=O)NC1CC1 (stereo not drawn)	-0.7	i
O=S(=O)(N/N=C/c1ccc(F)cc1)c1ccccc1	0.04	i
NCCc1c(-c2ccccc2)n(-c2ccccc2)c2ccccc12	-15*	-7*
COc1ccc2c(c1)C(C1=C(O)CC(C)(C)CC1=O)C1=C(CC(C)(C)CC1=O)O2 (stereo not drawn)	-0.26	i
CCOc1cccc2cc(C(N)=O)c(=NCc3ccccc3)oc12	1.6	i
O=C(c1nc(SCc2ccc([N+](=O)[O-])cc2)n2ccccc12)C(F)(F)F	-0.63	i
Cc1cccc(OCC(=O)Nc2ccccc2C(F)(F)F)c1	0.14	i
CCC(C)c1ccc(OCCCCN2CCOCC2)cc1 (stereo not drawn)	-0.32	i
N/C(Cn1cncn1)=N\NC(=O)c1ccc(Cl)cc1Cl	-0.14	i
CCOc1cc(-c2ccccc2)nc(N)n1	-0.57	i
COc1ccc(NCC(=O)N/N=C/c2ccc3c(c2)OCCO3)cc1	-0.82	i
COc1cc(-c2ncc3ccccn23)cc(OC)c1OC	-0.41	i
Cc1c(NC(=S)NC(NC(=O)C(C)C)C(Cl)(Cl)Cl)c(=O)n(-c2ccccc2)n1C (stereo not drawn)	0.23	i
C/C(=C(/NC(=O)c1ccccc1)C(=O)O)c1ccco1	0.3	i
O=[N+]([O-])C(=C1Nc2ccccc2N1)C(Cl)=C(Cl)Cl	-1.4	i
CSc1ccc2c(c1)N(CCC1CCCCN1C)c1ccccc1S2 (stereo not drawn)	-8.2*	-5.8*
Cc1ccc(-c2csc(Cc3nc(-c4ccc5c(c4)CCC(=O)N5)cs3)n2)cc1	-0.08	i
CN(C(=O)COC(=O)c1ccccc1C(=O)N1CCN(c2ccccc2)CC1)c1ccccc1	-1.2	i

Compound profiles (already shown). Order of values: Kir21 inh	KCNQ2 inh
`CSc1ccc2c(c1)N(CCC1CCCCN1C)c1ccccc1S2` (stereo not drawn) across the screens: -8.2*	-5.8*
`CCOC(=O)c1sc2ncnc(N3CCN(C)CC3)c2c1C` across the screens: -0.88	i

Continuation:
SMILES	Kir21 inh	KCNQ2 inh
Cc1cc(Cl)c(OCCOCCN2CCN(C)CC2)c(Br)c1	-0.05	i
Cc1cccnc1Nc1nc(-c2ccccc2)cs1	0	-7.8*
O=C(O)CCCC(=O)NNC(=O)c1cccc(Br)c1	1.2	i
CC(=O)Nc1ccc(NC(=O)CCS(=O)(=O)c2ccc3c(c2)oc(=O)n3C)cc1	0.04	i
O=C(Nc1ccccc1F)C1CCCN1S(=O)(=O)c1cccc2nsnc12 (stereo not drawn)	0.01	i
Cc1ccc(S(=O)(=O)N2CCN(C(=O)c3cc4c(C)nn(-c5ccccc5)c4s3)CC2)cc1	0.71	i
COC(=O)CC1SC(=O)NC1=Nc1ccc(OC)cc1 (stereo not drawn)	0.24	i
C/C(CC(=O)Nc1c(C)cc(C)cc1C)=N\NC(=O)c1cnccn1	2.2	i
N#Cc1cc2c([nH]c1=O)CCCC2	-1.4	i
CCCOc1ccc(/C(O)=C2/C(=O)C(=O)N(CCN(C)C)C2c2ccc(OC)c(OC)c2)cc1 (stereo not drawn)	0.65	i
Cn1nccc1C(=O)N1CCc2c([nH]c3ccccc23)C1c1ccc(F)cc1 (stereo not drawn)	-0.07	i
Nc1nc[nH]c(=O)c1N=Cc1ccccc1	-1.1	i
COc1ccc(NC(=O)CN2C(=O)CSC(C)C2=O)c(OC)c1 (stereo not drawn)	1.4	i
FC(F)(F)c1cc(Cl)c2nnc(C(F)(F)Cl)n2c1	-1	i
CC(C#Cc1c([C@@H](C)Oc2ccccc2)nnn1Cc1ccccc1)Oc1ccccc1 (stereo partly drawn)	-1	-6.3*
Cc1cc(OC(C)C(=O)N2C[C@H]3C[C@@H](C2)c2cccc(=O)n2C3)c2c(C)c(C)c(=O)oc2c1 (stereo partly drawn)	0	i
